MEP2 TOR yeast: alters MEP2-GFP fluorescence in TOR pathway yeast screen; S. cerevisiae MEP2-GFP strain, flow cytometry GFP, 3 h; 100% = DMSO control level; GFP response vs DMSO, % at 10 µM; actives 0.51% (n = 330,000); AID 2016;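 active means GFP response versus DMSO above a set limit, roughly screen mean plus 3 SD, cut at about 180% in these data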;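 further: median GFP fluorescence of the barcode-gated MEP2-GFP cells per well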
LAP4-GFP MLPCN: yeast TOR pathway LAP4-GFP modulation | S. cerevisiae LAP4-GFP multiplex, flow cytometry GFP, 3 h; median GFP as percent of DMSO wells | GFP response vs DMSO, % at 10 µM | actives 0.34% (n = 320,000) | AID 2023;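 active means GFP response vs DMSO above a set limit, about the screen mean plus 3 SD, cut at about 150% in these data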
GASC-1 inh: inhibitors of human GASC-1 (JMJD2C) demethylase. Q9H3R0. GST-JMJD2C(1-420) H3K9me3 demethylation, DELFIA europium. inhibition, % at 2.35 µM. actives 0.069% (n = 330,000);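 active means more than half of a compound's replicate wells show inhibition beyond 50%, single wells judged on their own value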;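 further: signal counts dimethyl H3K9 product captured on neutravidin plate; 0% = median of DMSO wells and 100% = 0.3 times that DMSO median; strong numbers were not always called active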
Target sequence (Q9H3R0 1-420 limits assumed): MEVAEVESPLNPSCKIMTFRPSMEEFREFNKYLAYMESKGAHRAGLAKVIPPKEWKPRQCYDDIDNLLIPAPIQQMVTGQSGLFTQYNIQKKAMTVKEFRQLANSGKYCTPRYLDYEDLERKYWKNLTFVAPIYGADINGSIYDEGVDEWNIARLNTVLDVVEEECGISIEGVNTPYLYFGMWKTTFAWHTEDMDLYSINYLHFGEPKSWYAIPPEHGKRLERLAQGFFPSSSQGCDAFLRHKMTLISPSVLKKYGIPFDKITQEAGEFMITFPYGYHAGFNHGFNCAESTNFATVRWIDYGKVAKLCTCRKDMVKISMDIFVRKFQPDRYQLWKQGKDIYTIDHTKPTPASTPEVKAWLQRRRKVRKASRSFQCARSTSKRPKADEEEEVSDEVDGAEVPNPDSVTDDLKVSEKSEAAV
AHR activator: human AHR activation. AID 2796. AHR-responsive luciferase reporter cells, luminescence. activation, % at 5 µM. actives 2.5% (n = 320,000); in the data active means activation above about 47%;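 further: 0% = vehicle wells and 100% = reference agonist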
RPL19A TOR yeast: yeast TOR pathway RPL19A-GFP modulation. AID 2025. percent response vs DMSO, % at 10 µM. S. cerevisiae RPL19A-GFP strain, flow cytometry, 3 h; active compounds read low. actives 0.3% (n = 330,000);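 active means percent response vs DMSO below 50%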;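 further: median channel GFP fluorescence of the barcoded RPL19A-GFP strain; ratio of sample median GFP to plate DMSO average so 100% = DMSO; lower means less RPL19A-GFP as with rapamycin TOR inhibition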
CR mimetic SO: yeast age-related superoxide inhibition as caloric restriction mimetic. actives 0.18% (n = 330,000). superoxide response (% of plate mean), % at 10 µM. S. cerevisiae aged cells, superoxide DHE fluorescence; active compounds read low;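 active means superoxide response under a set limit, about three screen SD below normal, cut at about 65% in these data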;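 further: yeast aged for seven days with compound at 30 °C before DHE staining; 100% = average MFI of all compound-treated wells on the plate with controls excluded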
procasp7 counter: counter-screen for procaspase-3 activators: activators of human procaspase-7; P55210; recombinant procaspase-7, Ac-DEVD-pNA absorbance 405 nm; D23A/D198A/D206A triple mutant, cannot self-cleave; scale: DMSO 0, 5 µM enzyme 100; activation, % at 8.5 µM; actives 0.093% (n = 330,000); AID 463210;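 active means percent activation above the screen-wide mean plus 3 SD, cut at about 25% in these data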
Target sequence (P55210 whole entry D23A/D198A/D206A): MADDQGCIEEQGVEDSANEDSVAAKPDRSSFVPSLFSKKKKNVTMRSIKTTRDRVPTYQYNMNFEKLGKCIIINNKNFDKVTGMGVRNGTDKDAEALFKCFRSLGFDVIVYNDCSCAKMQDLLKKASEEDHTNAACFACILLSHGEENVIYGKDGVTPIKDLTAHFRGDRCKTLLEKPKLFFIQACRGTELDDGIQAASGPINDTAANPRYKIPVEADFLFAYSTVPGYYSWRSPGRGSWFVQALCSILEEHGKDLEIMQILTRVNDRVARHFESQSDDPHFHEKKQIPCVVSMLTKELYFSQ
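buffer or medium = Zinc-free HEPES/NaCl buffer, pH 7.4 | material = Procaspase-7 triple mutant (PC-7 D3A) | input = 2 µM procaspase-7 mutant as dispensed | signal = Epi-absorbance of released pNA at 405 nm, two timepoints | timing = 1 h preincubation, 2 h reaction | replicates = singlicate compound testing | evaluation = % activation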
procasp3 activ: activates human procaspase-3 | P42574 | recombinant procaspase-3 D3A, Ac-DEVD-pNA absorbance 405 nm | activation, % at 8.5 µM | actives 0.11% (n = 330,000) | AID 463141;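 active means activation above the mean of all tested compounds plus 3 SD, cut at about 21% in these data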;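 further: 0% = DMSO alone and 100% = DMSO wells spiked with extra 5 µM PC-3 D3A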
Target sequence (P42574 whole entry D9A/D28A/D175A): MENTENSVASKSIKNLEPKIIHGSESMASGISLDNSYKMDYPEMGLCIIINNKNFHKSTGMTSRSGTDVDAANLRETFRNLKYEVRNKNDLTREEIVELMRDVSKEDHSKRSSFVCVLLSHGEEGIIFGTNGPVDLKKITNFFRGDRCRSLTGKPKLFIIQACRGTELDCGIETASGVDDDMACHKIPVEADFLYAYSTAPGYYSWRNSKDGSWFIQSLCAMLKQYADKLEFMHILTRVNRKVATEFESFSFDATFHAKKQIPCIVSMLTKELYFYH
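assay system = Procaspase-3 D3A mutant | signal = absorbance at 405 nm, 0 and 120 min | times = 1 h preincubation plus 2 h reaction at 25 °C | repeats = single replicate | read-out = % activation between DMSO and enzyme-spiked controls | medium = Zinc-free HEPES saline buffer with Triton X-100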
Starred values were filed as active, the others as inactive.

Results for O=C(O)c1cccnc1Sc1ccc(Br)cc1 ?
MEP2 TOR yeast: 112; LAP4-GFP MLPCN: 119; GASC-1 inh: -19; AHR activator: -2; RPL19A TOR yeast: 103; CR mimetic SO: 105; procasp7 counter: 6; procasp3 activ: -2

Results for CC1(c2ccc(OC(F)F)cc2)NC(=O)N(CC(=O)Nc2cccc(S(N)(=O)=O)c2)C1=O (stereo not given) ?
MEP2 TOR yeast: 101; LAP4-GFP MLPCN: 94; GASC-1 inh: 18; AHR activator: 1; RPL19A TOR yeast: 96; CR mimetic SO: 108; procasp7 counter: -3; procasp3 activ: -5

Results for CC1CC(NC2=NCCS2)CC(C)(C)C1 (stereo not given) ?
MEP2 TOR yeast: 111; LAP4-GFP MLPCN: 125; GASC-1 inh: 6; AHR activator: -1; RPL19A TOR yeast: 106; CR mimetic SO: 100; procasp7 counter: 3; procasp3 activ: 14

Results for O=C(Nc1ccc(C(=O)N2CCCC2)cc1)Nc1ccc(Cl)cc1Cl ?
MEP2 TOR yeast: 112; LAP4-GFP MLPCN: 106; GASC-1 inh: 3; AHR activator: 14; RPL19A TOR yeast: 103; CR mimetic SO: 118; procasp7 counter: 2; procasp3 activ: 3

Results for C#CCOCCOCCOCCNc1nc(N2CCN(C(=O)C([C@@H](C)CC)n3cc(C(N)Cc4ccc(O)cc4)nn3)CC2)nc(N2CCN(C(=O)[C@H](CCC(=O)O)n3cc(C(N)[C@H](C)CC)nn3)CC2)n1 (stereo not given in full) ?
MEP2 TOR yeast: 97; LAP4-GFP MLPCN: 128; GASC-1 inh: -15; AHR activator: -1; RPL19A TOR yeast: 103; CR mimetic SO: 103; procasp7 counter: 0; procasp3 activ: 17

What do the screens show for `CCOC(=O)C(=CNc1ccc(Oc2cncc(Cl)c2)nc1)C(=O)OCC`?
MEP2 TOR yeast: 100; LAP4-GFP MLPCN: 120; GASC-1 inh: -23; AHR activator: 5; RPL19A TOR yeast: 98; CR mimetic SO: 93; procasp7 counter: 4; procasp3 activ: 0

How did Cc1ccc(C(=O)NCCc2nnc3ccc(NCCCN4CCOCC4)nn23)cc1 do in these assays?
MEP2 TOR yeast: 105; LAP4-GFP MLPCN: 130; GASC-1 inh: -2; AHR activator: 1; RPL19A TOR yeast: 101; CR mimetic SO: 89; procasp7 counter: -5; procasp3 activ: 13

What do the screens show for `O=C(CSc1nnc(Cc2ccccc2)o1)NCc1ccco1`?
MEP2 TOR yeast: 108; LAP4-GFP MLPCN: 102; GASC-1 inh: 9; AHR activator: 1; RPL19A TOR yeast: 101; CR mimetic SO: 100; procasp7 counter: -6; procasp3 activ: 0

What do the screens show for `Cn1c(N)c(C(=O)COC(=O)CSc2ccc3ccccc3c2)c(=O)n(C)c1=O`?
MEP2 TOR yeast: 104; LAP4-GFP MLPCN: 93; GASC-1 inh: 5; AHR activator: 4; RPL19A TOR yeast: 103; CR mimetic SO: 132; procasp7 counter: -7; procasp3 activ: 1

Results for C=C(C)CNC(=S)N/N=C1\CCCCc2ccccc21 ?
MEP2 TOR yeast: 104; LAP4-GFP MLPCN: 99; GASC-1 inh: 5; AHR activator: 5; RPL19A TOR yeast: 100; CR mimetic SO: 112; procasp7 counter: -3; procasp3 activ: -4

What do the screens show for `O=c1cc2c(nn1Cc1c(Cl)cccc1Cl)-c1ccccc1CC2`?
MEP2 TOR yeast: 94; LAP4-GFP MLPCN: 104; GASC-1 inh: 3; AHR activator: 10; RPL19A TOR yeast: 107; CR mimetic SO: 98; procasp7 counter: 8; procasp3 activ: -1

What do the screens show for `CC1CCN(c2nc(NCc3ccco3)nc(N)c2[N+](=O)[O-])CC1`?
MEP2 TOR yeast: 94; LAP4-GFP MLPCN: 128; GASC-1 inh: 11; AHR activator: 2; RPL19A TOR yeast: 95; CR mimetic SO: 66; procasp7 counter: 6; procasp3 activ: 0

Results for CN1CCN(CCCOc2ccc(-c3ccccc3)cc2)CC1 ?
MEP2 TOR yeast: 112; LAP4-GFP MLPCN: 104; GASC-1 inh: 2; AHR activator: 7; RPL19A TOR yeast: 105; CR mimetic SO: 98; procasp7 counter: 6; procasp3 activ: 2

What do the screens show for `CC1CCCN(c2cc3c(cc2[N+](=O)[O-])C(=O)N(c2ccccc2)C3=O)C1` (stereo not given)?
MEP2 TOR yeast: 94; LAP4-GFP MLPCN: 91; GASC-1 inh: 3; AHR activator: -1; RPL19A TOR yeast: 94; CR mimetic SO: 104; procasp7 counter: 0; procasp3 activ: -1

What do the screens show for `O=c1[nH]c2cc3c(cc2cc1CN(CC1CCCO1)S(=O)(=O)c1ccc(Cl)cc1)OCCO3` (stereo not given)?
MEP2 TOR yeast: 103; LAP4-GFP MLPCN: 99; GASC-1 inh: 2; AHR activator: 1; RPL19A TOR yeast: 98; CR mimetic SO: 90; procasp7 counter: -4; procasp3 activ: 5

For reference, 5 of the compounds above:
Results for CC1CC(NC2=NCCS2)CC(C)(C)C1 (stereo not given) ?
MEP2 TOR yeast: 111; LAP4-GFP MLPCN: 125; GASC-1 inh: 6; AHR activator: -1; RPL19A TOR yeast: 106; CR mimetic SO: 100; procasp7 counter: 3; procasp3 activ: 14

Results for O=C(Nc1ccc(C(=O)N2CCCC2)cc1)Nc1ccc(Cl)cc1Cl ?
MEP2 TOR yeast: 112; LAP4-GFP MLPCN: 106; GASC-1 inh: 3; AHR activator: 14; RPL19A TOR yeast: 103; CR mimetic SO: 118; procasp7 counter: 2; procasp3 activ: 3

Results for C#CCOCCOCCOCCNc1nc(N2CCN(C(=O)C([C@@H](C)CC)n3cc(C(N)Cc4ccc(O)cc4)nn3)CC2)nc(N2CCN(C(=O)[C@H](CCC(=O)O)n3cc(C(N)[C@H](C)CC)nn3)CC2)n1 (stereo not given in full) ?
MEP2 TOR yeast: 97; LAP4-GFP MLPCN: 128; GASC-1 inh: -15; AHR activator: -1; RPL19A TOR yeast: 103; CR mimetic SO: 103; procasp7 counter: 0; procasp3 activ: 17

What do the screens show for `CCOC(=O)C(=CNc1ccc(Oc2cncc(Cl)c2)nc1)C(=O)OCC`?
MEP2 TOR yeast: 100; LAP4-GFP MLPCN: 120; GASC-1 inh: -23; AHR activator: 5; RPL19A TOR yeast: 98; CR mimetic SO: 93; procasp7 counter: 4; procasp3 activ: 0

How did Cc1ccc(C(=O)NCCc2nnc3ccc(NCCCN4CCOCC4)nn23)cc1 do in these assays?
MEP2 TOR yeast: 105; LAP4-GFP MLPCN: 130; GASC-1 inh: -2; AHR activator: 1; RPL19A TOR yeast: 101; CR mimetic SO: 89; procasp7 counter: -5; procasp3 activ: 13

Next section:
How did O=C(NCc1cccnc1)c1nnc(Cc2ccc(F)cc2)o1 do in these assays?
MEP2 TOR yeast: 104; LAP4-GFP MLPCN: 109; GASC-1 inh: -8; AHR activator: -1; RPL19A TOR yeast: 104; CR mimetic SO: 104; procasp7 counter: -10; procasp3 activ: 0

What do the screens show for `CC12CC3CC(C)(C1)CC(C(=O)N1CCN(C(=O)c4ccco4)CC1)(C3)C2`?
MEP2 TOR yeast: 95; LAP4-GFP MLPCN: 120; GASC-1 inh: -7; AHR activator: -3; RPL19A TOR yeast: 82; CR mimetic SO: 85; procasp7 counter: -4; procasp3 activ: 2

Results for COc1cccc(NC(=O)CSc2nnc(-c3cccc(OC(C)C)c3)n2N)c1 ?
MEP2 TOR yeast: 100; LAP4-GFP MLPCN: 91; GASC-1 inh: -3; AHR activator: 26; RPL19A TOR yeast: 99; CR mimetic SO: 90; procasp7 counter: -12; procasp3 activ: 0

Results for N#Cc1c(N2CCCC2)nc(N)c2c(N)nc(N3CCCC3)cc12 ?
MEP2 TOR yeast: 100; LAP4-GFP MLPCN: 102; GASC-1 inh: -11; AHR activator: 45; RPL19A TOR yeast: 100; CR mimetic SO: 121; procasp7 counter: -6; procasp3 activ: -6

What do the screens show for `Cc1ccc(S(=O)(=O)N2CCC(=O)N(C(COCc3ccc(Cl)cc3Cl)Cc3ccccc3)CC2)cc1` (stereo not given)?
MEP2 TOR yeast: 94; LAP4-GFP MLPCN: 117; GASC-1 inh: -11; AHR activator: 2; RPL19A TOR yeast: 101; CR mimetic SO: 92; procasp7 counter: 4; procasp3 activ: -1

Results for Cc1ccc(S(=O)(=O)N2CCN(C(=O)COC(=O)CCCOc3ccccc3)CC2)c(C)c1 ?
MEP2 TOR yeast: 104; LAP4-GFP MLPCN: 107; GASC-1 inh: 15; AHR activator: -1; RPL19A TOR yeast: 100; CR mimetic SO: 84; procasp7 counter: 0; procasp3 activ: 5

Results for Cc1cc(NC(=O)c2ccc(N3C(=O)C4C5C=CC(C5)C4C3=O)cc2)no1 (stereo not given) ?
MEP2 TOR yeast: 104; LAP4-GFP MLPCN: 90; GASC-1 inh: 15; AHR activator: 3; RPL19A TOR yeast: 108; CR mimetic SO: 90; procasp7 counter: 2; procasp3 activ: 5

Results for Cc1ccc2c(COC(=O)c3ccccc3Cl)cc(=O)oc2c1 ?
MEP2 TOR yeast: 99; LAP4-GFP MLPCN: 95; GASC-1 inh: -2; AHR activator: 0; RPL19A TOR yeast: 105; CR mimetic SO: 106; procasp7 counter: -2; procasp3 activ: 7

Results for C/C(=N/NC(=O)c1cc(C(C)C)[nH]n1)c1cccs1 ?
MEP2 TOR yeast: 101; LAP4-GFP MLPCN: 94; GASC-1 inh: 1; AHR activator: 8; RPL19A TOR yeast: 98; CR mimetic SO: 100; procasp7 counter: 9; procasp3 activ: 6

How did O=C(COc1cccc2cccnc12)N/N=C1\SCC(=O)N1Cc1ccco1 do in these assays?
MEP2 TOR yeast: 93; LAP4-GFP MLPCN: 89; GASC-1 inh: -3; AHR activator: 18; RPL19A TOR yeast: 93; CR mimetic SO: 103; procasp7 counter: -3; procasp3 activ: -2

How did C=CCc1cc(Cl)ccc1OCCOCCNC(C)CC (stereo not given) do in these assays?
MEP2 TOR yeast: 104; LAP4-GFP MLPCN: 96; GASC-1 inh: -5; AHR activator: -5; RPL19A TOR yeast: 98; CR mimetic SO: 96; procasp7 counter: -1; procasp3 activ: 5

Results for CCCCS(=O)(=O)Nc1ccc(C)cn1 ?
MEP2 TOR yeast: 116; LAP4-GFP MLPCN: 93; GASC-1 inh: 8; AHR activator: 13; RPL19A TOR yeast: 108; CR mimetic SO: 101; procasp7 counter: -1; procasp3 activ: -9

How did COc1ccc(C2=NS(=O)(=O)N(C)C(C(=O)NCc3ccco3)=C2)cc1OC do in these assays?
MEP2 TOR yeast: 101; LAP4-GFP MLPCN: 99; GASC-1 inh: -4; AHR activator: 4; RPL19A TOR yeast: 98; CR mimetic SO: 133; procasp7 counter: -6; procasp3 activ: -8

Results for COc1ccc(C2c3sc(=O)[nH]c3SC3C4CCC(C4)C23)cc1OC (stereo not given) ?
MEP2 TOR yeast: 97; LAP4-GFP MLPCN: 102; GASC-1 inh: -5; AHR activator: 0; RPL19A TOR yeast: 98; CR mimetic SO: 102; procasp7 counter: 6; procasp3 activ: 3

What do the screens show for `O=C1c2ccccc2C(=O)N1Cc1cc(-c2ccccc2)no1`?
MEP2 TOR yeast: 103; LAP4-GFP MLPCN: 121; GASC-1 inh: -7; AHR activator: 0; RPL19A TOR yeast: 92; CR mimetic SO: 95; procasp7 counter: 4; procasp3 activ: -5

Source: PubChem BioAssay (several laboratories)

Not a hit list; any-hit rate near 3.8%.
